Screening data (PubChem BioAssay)
DT40 TDP1 CPT: qHTS for Inhibitors of human tyrosyl-DNA phosphodiesterase 1 (TDP1): qHTS in cells in presence of CPT; chicken DT40 Tdp1-/-;hTDP1 cells + 20 nM CPT, ATP luminescence, 48 h; 420,000 tested, 12% active; Potency, µM (titrated, usually from 46.2 µM), for the others: at the highest dose activity change, negative = growth inhibition, most hits filed as inhibitors; active means well fitted inhibition curve with a large enough effect; inconclusive means small, poorly fitted or top-dose-only effect; further: nearly all actives have a fitted effect of over 55% in size
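Chicken DT40 Tdp1-/- cells stably complemented with human TDP1 were seeded at 400 cells/well in medium containing 20 nM camptothecin, exposed to pin-transferred compounds, and grown at 37 °C for at least 48 hr. Viability was read as ATP luminescence.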
Active calls of the source: *; ? = inconclusive; [ ] = another dose, or the depositor's remark. On the % scale 0 is the no-effect control and ±100 the full control effect; potency means the concentration at half of the fitted maximal effect. An excerpt, so the mix of outcomes need not match the whole.

SMILES | DT40 TDP1 CPT
O=C(Nc1cccc2c1CCCC2)c1cc(C2CCCCN2C(=O)c2cccs2)on1 (stereo not given) | 8.2µM*
COc1ccccc1C1CN(Cc2c(C)nc3sccn23)Cc2ccccc2O1 (stereo not given) | 6.7%[9.04 µM]
NC(CCc1ccccc1)c1csc(NC(=O)Nc2cccc(C(F)(F)F)c2)n1 (stereo not given) | ?
CC1(C2CC(=O)c3c(O)ccc(O)c3C2)OCCO1 (stereo not given) | -28.6%
NNC(=O)CN1C(=O)C2(OCCO2)c2ccccc21 | -23.3%
CC1(C(=O)NS(=O)(=O)c2cccc(C#N)c2)CCN1C(=O)Cc1cc(F)ccc1F (stereo not given) | 4.7%
CC1(Oc2cccc(C#N)c2)CCN(Cc2ccccc2OC(F)F)C1 (stereo not given) | ?
CC(C)NC(=O)OCc1c(COC(=O)NC(C)C)c([N+](=O)[O-])n2c1CCC2 | -15.6%
CN1CCN(C(=O)c2cc3c(c(-c4cccc(C#CC(C)(C)O)c4)n2)[C@@H](CCO)N(S(=O)C(C)(C)C)C3)CC1 (stereo not given in full) | -3.9%
CCCCCC[n+]1ccccc1/C=C/c1ccc(N(C)C)cc1 | 0.058µM*
CC1(C)OC(=O)C2=C(C[C@@H](C3CCCC3)O[C@H]2c2ccc(Cl)cc2)O1 | ?
CCN1CCN(CCNC(=O)c2ccc3c(c2)NC(=O)/C(=C\c2cccc(Cl)c2)S3)CC1 | 23.1µM*
CCC(COC)NC(=O)c1cnn(-c2ncc3c(n2)-c2ccccc2CCC3)c1C (stereo not given) | -23.7%
CC1(C(=O)NCc2cccc(Cl)c2)Cc2c(-c3cccc(C(N)=O)c3)ccnc2O1 (stereo not given) | ?
O=C(NCc1ccc(F)cc1)c1cc(C2CCCCN2C(=O)c2ccc(Cl)cc2)on1 (stereo not given) | ?
COc1ccc(C(O)c2ncc(-c3cccc(OC)c3)[nH]2)cc1 (stereo not given) | -6.6%
C#Cc1cccc(Nc2nc(NCCOC)nc3ccsc23)c1 | 16.4µM*
CCCCN1C(=O)C(CC(=O)NCCc2ccccn2)CC(C(=O)N(CC)CC)=C1C (stereo not given) | -2.4%
COc1ccc(CC(=O)Nc2nc(OCC(F)(F)F)cnc2-c2ccc(Cl)cc2Cl)cc1 | ?
CCCCNC(=O)C1(C)CCN1C(=O)c1cc(-c2ccccc2)cs1 (stereo not given) | ?

Two of the compounds above, in markdown:
| Compound | DT40 TDP1 CPT |
| --- | --- |
| CCN1CCN(CCNC(=O)c2ccc3c(c2)NC(=O)/C(=C\c2cccc(Cl)c2)S3)CC1 | 23.1µM* |
| CCCCCC[n+]1ccccc1/C=C/c1ccc(N(C)C)cc1 | 0.058µM* |

Returning to the listing; the four compounds before the break are reprinted first.
SMILES | DT40 TDP1 CPT
C#Cc1cccc(Nc2nc(NCCOC)nc3ccsc23)c1 | 16.4µM*
CCCCN1C(=O)C(CC(=O)NCCc2ccccn2)CC(C(=O)N(CC)CC)=C1C (stereo not given) | -2.4%
COc1ccc(CC(=O)Nc2nc(OCC(F)(F)F)cnc2-c2ccc(Cl)cc2Cl)cc1 | ?
CCCCNC(=O)C1(C)CCN1C(=O)c1cc(-c2ccccc2)cs1 (stereo not given) | ?
CC(C)(C)CNC(=O)c1cc2c(Br)ccc(Br)c2nc1N | ?
C[C@@H]1CCCCO[C@@H](CN(C)Cc2ccncc2)[C@@H](C)CN([C@H](C)CO)C(=O)c2cc(NC(=O)c3ccccc3)ccc2O1 | -6.9%
CC(C)C[C@H]1CN(CCCC[C@H]2CNC(=O)C(=O)N2CCc2ccccc2)C(=O)C(=O)N1Cc1ccccc1 | -21.8%
CN(Cc1ccccc1)C(=O)Cn1nnc(-c2ccccc2)c1COc1ccccc1 | ?
O=C(Cc1ccc(Cl)cc1)Nc1cccnc1Cl | 5.7%
CC(=O)c1c(O)c(C)c(O)c2c1OC1=CC(=O)/C(=C(/C)N)C(=O)C12C (stereo not given) | 14.6µM*
COc1cccc(CNC(=O)[C@@H]2CCCN2C(=O)[C@@H]2CCCN2C(=O)OC(C)(C)C)c1 | -21.3%
O=C(NCc1ccncc1)[C@@H]1CCCN1C(=O)[C@@H]1CCCN1C(=O)c1c(F)cccc1F | 7.3%
COc1cc(CN2CCC(C(=O)NC(C)(C)C)CC2)ccc1OCc1ccccc1 | -5.5%
CC(=O)OC[C@@H]1CN(Cc2ccccc2)C[C@H](n2cnc3c(NCc4ccc(F)cc4)ncnc32)O1 | ?
CCCCNC(=O)C1c2ccccc2OCC(=O)N1Cc1ccccn1 (stereo not given) | -5.3%
Cc1c(O)cnc2nn(-c3ccccc3)c(=N)n12 | -0.7%
O=C(OCc1cn([C@@H]2C[C@H](c3ccc(Cl)cc3)N(Cc3cccs3)C[C@H]2O)nn1)c1ccccc1 | -3.3%
CCOC(=O)C(=O)Nc1ccc(S(=O)(=O)Nc2nccc(C)n2)cc1 | -1.0%
OC[C@H]1O[C@@H](c2nc(-c3ccc(Br)cc3)no2)C[C@@H]1O | -24.5%
CCN(CC)C(=O)c1cccc(-c2csc(C(C)(O)c3ccc(F)c(F)c3)n2)c1 (stereo not given) | ?
COc1ccc(C(=O)c2ccccc2)cc1CN1CCOCC1 | -23.1%
Cc1cc(C)c2cc(N)c(Cl)nc2n1 | -10.3%
CCOC(=O)c1cccnc1 | -3.7%
CCOC(=O)C1=CCC(c2ccc(F)cc2)N(S(=O)(=O)c2ccc(C)cc2)C1 (stereo not given) | 16.4µM*

Reprinted at random: 2 compounds from above.
SMILES | DT40 TDP1 CPT
CC(=O)OC[C@@H]1CN(Cc2ccccc2)C[C@H](n2cnc3c(NCc4ccc(F)cc4)ncnc32)O1 | ?
O=C(Cc1ccc(Cl)cc1)Nc1cccnc1Cl | 5.7%

Further entries:
SMILES | DT40 TDP1 CPT
CC(O)(COc1ccccc1)c1ccc2c(c1)CN(Cc1cccc3ncccc13)CCO2 (stereo not given) | -11.3%[9.04 µM]
CC1(C(=O)NS(=O)(=O)C2CC2)CCCN(C(=O)CSc2ccccc2)C1 (stereo not given) | ?
COc1cc(C=C2C(=O)C=CC2=O)ccc1O | 0.164µM*
CCOC(=O)OCC/C(SC(=O)OCC)=C(\C)N(C=O)Cc1cnc(C)nc1N | 3.3%
COc1cc(OC)c(C=Cc2ccncn2)c(OC)c1 | -6.5%
CN(C)c1ccc(-c2ccnc3c2CC(C)(C(=O)Nc2ccc(Cl)c(C(F)(F)F)c2)O3)cc1 (stereo not given) | ?
CCCCSCc1nc2nc(Cl)c(Cl)nc2[nH]1 | 16.4µM*
COc1cccc(C(NC(C)=O)c2nc(-c3cccs3)cs2)c1 (stereo not given) | -1.2%
COc1cccc(C(NC(C)=O)c2nc(-c3ccc4ccccc4c3)cs2)c1 (stereo not given) | 18.4µM*
CC1(Oc2ccc3ccccc3c2)CCN(Cc2cccn2-c2nccs2)C1 (stereo not given) | 29.1µM*
C[C@H](O)[C@@H]1C(=O)N2CCc3ccc(N4CCN(C)CC4)cc3[C@@H]2C[C@@H]1N(C)C(=O)c1ccco1 | -0.1%
O=[N+]([O-])c1ccc2[nH]ccc2c1 | 5.3%
COc1cc(Cl)cc(/C=N\NC(=O)c2ccc3c(c2)OCO3)c1O | ?
C[C@@H]1CN([C@H](C)CO)S(=O)(=O)c2ccc(Br)cc2O[C@H]1CN(C)C(=O)C1CCCCC1 | 25.9µM*
COc1ccc(F)c(CN2CCC3(CCC(CNC(=O)c4cc(C)nn4C)O3)CC2)c1 (stereo not given) | ?
Cc1ccccc1C(=O)NNS(=O)(=O)c1ccc(F)cc1 | 1.4%
O=S1(=O)CC(N2CC=CC2)CN1Cc1ccc(F)cc1 (stereo not given) | ?
C=CCOC(=O)Nc1nc(CCNC(=O)OCc2ccccc2)c(C(=O)O)s1 | 11.7%
COc1cccc(-c2cnc(C(O)c3ccc(OC)c(F)c3)[nH]2)c1 (stereo not given) | ?
Cc1c(C(=O)NCCN(C)C)n(C)c(=O)c2ccccc12 | -4.0%
CCOC(=O)[C@H]1Nc2ccc(Cl)cc2[C@@H]2[C@H]1C1CC(c3ccccc31)N2C(=O)OCc1ccccc1 (stereo not given in full) | ?
C[C@@H]1CN([C@@H](C)CO)C(=O)CCCn2cc(nn2)CO[C@H]1CN(C)C(=O)c1ccc2ccn(C)c2c1 | 4.7%
Nc1ncnc2c1ncn2[C@@H]1O[C@H](C(=O)N2CCSC2)[C@@H](O)[C@H]1O | -29.7%
COc1ccc(C2CCc3cc4c(cc3C2=NOC(C)=O)OCO4)cc1OC (stereo not given) | 20.6µM*
Cc1ccc2[nH]c(C(=O)NCc3nc(-c4cccc(NC(=O)c5cc(C)oc5C)c4)oc3C)cc2c1 | ?
CCc1nc2c(OCC(=O)C(C)(C)C)cccn2c1N(C)C(=O)c1ccc(C)cc1 | ?
O=C(Nc1ccn(CCCNCC(c2ccccc2)c2ccccc2)c(=O)n1)OCc1ccccc1 | ?
C[C@H]1CN([C@@H](C)CO)C(=O)c2cc(C#Cc3cccnc3)cnc2O[C@H]1CN(C)Cc1ccc(F)cc1 | ?
Cc1ccc(C(=O)N(CC(=O)NC2CCCC2)c2ccccc2F)s1 | -21.4%
CC(=O)Nc1ccc(CN2CCC(N3CCC(C(=O)NC4CC4)CC3)CC2)cc1 | -21.1%
CCCNC(=O)C1(C)CCCN(C(=O)c2c(C)noc2C)C1 (stereo not given) | 17.7%
Cc1ccccc1OCC(=O)OCC(=O)NC1CCCC1 | 7.4%
CC1(C(=O)NS(=O)(=O)C2CC2)CCN(C(=O)c2ccccc2OC(F)(F)F)C1 (stereo not given) | -3.5%
O=C(Nc1ccc(F)cc1)C(c1cccc(F)c1)N1CCN(c2ccncc2)CC1 (stereo not given) | ?
Cc1ccc(C(C)(C)c2ccc(C)cc2)cc1 | 2.8%
O=C1CCC2(CCCC2)c2ccccc21 | -5.3%
CCC1CN(CCNC(=O)c2ccc(N3CCOCC3)cc2)Cc2cc(OC)ccc2O1 (stereo not given) | -16.4%
CC[C@@H](C)[C@@H](N)C1=N[C@H](C(=O)N[C@@H](CC(C)C)C(=O)N[C@@H](CCC(=O)O)C(=O)N[C@@H](C(=O)N[C@@H]2CCCCNC(=O)[C@@H](CC(N)=O)NC(=O)[C@@H](CC(=O)O)NC(=O)[C@@H](Cc3cnc[nH]3)NC(=O)[C@@H](Cc3ccccc3)NC(=O)[C@@H]([C@H](C)CC)NC(=O)[C@@H](CCCN)NC2=O)[C@@H](C)CC)CS1 | 11.4%
O=C(Cn1ccc(=O)[nH]c1=O)Nc1nccs1 | 5.4%
C=CCn1c(SCC(=O)N2CCN(C(=O)OCC)CC2)nc2c([nH]c3ccccc32)c1=O | ?
N#Cc1csc(CCNC(=O)c2ccccc2)n1 | 6.0%
Cc1cccc(S(=O)(=O)NC(=O)C2(C)CCN2C(=O)Cc2ccsc2)c1 (stereo not given) | -5.2%
COC(=O)C[C@@H]1CC[C@H](NC(=O)Nc2ccc(F)cc2)[C@@H](CO)O1 | 4.4%
N#CCC1(O)C(=O)N(Cc2ccccc2)c2ccccc21 (stereo not given) | -16.4%
CCCc1nc2c3ccccc3ccn2c1Cc1cccc(Cl)c1 | ?
C=CCNC(=O)CSc1nnc(-c2cccc(S(=O)(=O)N3CCOCC3)c2)o1 | 5.9%
Cc1nc2c(OCc3ccc(C(F)(F)F)cc3)cccn2c1N(C)Cc1cccs1 | ?
CCc1nc2c(OCc3ccccc3)cccn2c1N(Cc1ccccc1)C(C)=O | 18.4µM*
CC1=C(C(=O)N(C)C)CC(CC(=O)NCc2cccc3ccccc23)C(=O)N1CCCN1CCCC1=O (stereo not given) | 20.7%
C[C@@H]1CN([C@@H](C)CO)C(=O)c2cc(C#CC(C)(C)O)cnc2O[C@@H]1CN(C)C(=O)c1ccccc1F | 6.0%
CC1(C(=O)NCCc2ccccc2)Cc2c(-c3cccc(C(N)=O)c3)ccnc2O1 (stereo not given) | ?
CC(CNC(=O)CC[C@H]1O[C@@H](n2ccc(=O)[nH]c2=O)[C@H](O)[C@@H]1O)c1ccccc1 (stereo not given in full) | 1.7%
COc1ccc2c(c1)-c1nc(-n3ncc(C(=O)N(C)CCO)c3C3CC3)ncc1CC2 | 3.2%[9.04 µM]
Cc1ccccc1S(=O)(=O)N(C)C[C@H]1OCc2cn(nn2)CCCC(=O)N([C@@H](C)CO)C[C@@H]1C | 5.5%
Cc1cccc(S(=O)(=O)NC(=O)C2(C)CCN2C(=O)c2ccccc2)c1 (stereo not given) | -13.8%
C[C@@H]1CN([C@H](C)CO)C(=O)CCCn2nncc2CO[C@@H]1CN(C)C(=O)C1CCCCC1 | 5.5%
CCC1(c2ccccc2)NC(=O)N(CC(=O)Nc2ccc3c(c2)CCC3)C1=O (stereo not given) | -23.1%
CC[C@H](C)[C@@H](N)C(=O)NC[C@H]1O[C@@H](n2cnc3c(=O)[nH]c(N)nc32)[C@H](O)[C@@H]1O | 12.8%
O=C(NCc1ccccc1)C(c1ccccc1)n1c(=O)c(-c2ccco2)nc2ccccc21 (stereo not given) | ?
CC(=O)c1ccc(-c2cnc3c(NC=O)cc(-c4cccc(NS(C)(=O)=O)c4)cn23)cc1 | 23.1µM*
